Screens as filed in PubChem BioAssay.
dFosB activator – enhances mouse delta FosB homodimer DNA binding; AID 493131; actives 0.99% (n = 340,000); purified delta FosB, TAMRA-CDK5 oligo fluorescence polarization; percent of positive-control signal above neutral wells; activation, % at 25 µM; P13346;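 active = mean activation above about 17%, with every replicate also reaching it, limit read from the data, passing the limit was not always enough; inconclusive = only one of the two conditions met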;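 also: fluorescence polarization rise as delta FosB binds a TAMRA Cdk5 AP-1 oligo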
PvdQ inh – blocks Pseudomonas aeruginosa PvdQ acylase activity. purified PvdQ acylase, fluorescence plate reader. inhibition, % at 10 µM. AID 488965. actives 0.063% (n = 340,000); in the data active = inhibition above about 30%, passing the limit was not always enough; inconclusive = no clear call, values can overlap the other calls;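 also: 0% = vehicle neutral wells and 100% = reference inhibitor wells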
SR-BI uptake up – SR-BI HDL lipid transfer activation | CHO ldlA[mSR-BI] cells, DiI-HDL uptake fluorescence, 3 h; 100 = double the neutral-control signal | activation, % at 12.5 µM | actives 0.096% (n = 320,000) | AID 504775;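 active = mean replicate activation of at least 60% and every replicate at or above 60%; inconclusive = mean or all-replicate condition met, but not both; inactive = mean below 60% and not all replicates reaching 60%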;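 also: 0% = median plate neutral-control signal and 100% = twice that signal; values of inactives mirror those of a sister screen read the other way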
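Assay system: LDL receptor-deficient CHO ldlA cells overexpressing murine SR-BI / Medium: BSA-supplemented, HEPES-buffered Ham's F12, pH 7.4 / Probe or stimulus: DiI-labelled HDL at 10 µg/mL final / Timing: compound with DiI-HDL co-incubation, 3 h at 37 °C / Technique: bottom-read cell fluorescence after medium removal, ex 550/em 595 nm / Measure: HDL uptake via cellular fluorescence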
HTR5A ag ctr – activates human HTR5A in OPRM1-OPRD1 agonist counter-screen; P47898; HTR5A agonist assay, luminescence, cell-based; activation, % at 9.3 µM; actives 0.61% (n = 340,000); AID 504692; in the data active = activation mostly above about 9.5%, no sharp cut-off; inactive = mostly below about 7.6%;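 also: 0% = cells with vehicle only and 100% = reference agonist; strong numbers were not always called active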
Target sequence (P47898 whole entry, looked up): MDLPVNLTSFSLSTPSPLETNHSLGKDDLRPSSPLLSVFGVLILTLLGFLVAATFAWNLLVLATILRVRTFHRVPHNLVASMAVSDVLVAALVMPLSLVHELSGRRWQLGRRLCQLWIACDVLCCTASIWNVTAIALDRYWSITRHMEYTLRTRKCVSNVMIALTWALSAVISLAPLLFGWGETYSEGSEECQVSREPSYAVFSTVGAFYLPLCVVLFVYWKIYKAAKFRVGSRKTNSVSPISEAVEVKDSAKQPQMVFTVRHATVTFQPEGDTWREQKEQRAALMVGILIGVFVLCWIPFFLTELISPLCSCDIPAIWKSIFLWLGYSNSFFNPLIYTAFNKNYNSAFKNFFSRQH
Rtt109 HAT inh – inhibitors of Candida albicans Rtt109/Vps75 histone acetyltransferase; Q5AAJ8; purified Rtt109/Vps75, ThioGlo CoA-SH fluorescence, 4 h; inhibition, % at 34.9 µM; actives 0.16% (n = 330,000);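 active = inhibition of at least 50% in every replicate; inconclusive = best replicate reaches 50% inhibition but some replicates fall short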
MITF act – MITF TRPM1 promoter activation in melanoma cells; SK-MEL-5 TRPM1-promoter luciferase, 24 h; % of positive control, neutral wells = 0; activation, % at 12.5 µM; actives 0.75% (n = 300,000); AID 588334;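 active = mean activation of at least 80% with every replicate also reaching 80%; inconclusive = mean reaches 80% but some replicate falls short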;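 also: 0% = neutral control wells and 100% = parthenolide positive control wells; values of inactives mirror those of a sister screen read the other way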
cardiac RTF act – increases calcium sensitivity of human cardiac regulated thin filaments; IANBD-labeled TnC RTF fluorescence at EC20 calcium; 0% EC20 calcium, 100% full calcium; actives 0.24% (n = 340,000); P19429+P45379; AID 493008; activation, % at 7.2 µM;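 active = activation above the mean over all tested compounds plus 3 SD, cut at about 30% in these data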;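 also: rise in fluorescence read as greater calcium sensitivity of cardiac thin filaments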
CDK5 p35 inh – blocks human CDK5/p35 kinase activity; Q00535+Q15078; AID 488839; inhibition, % at 10 µM; Recombinant CDK5/p35, ADP-Glo luminescence, 60 min; actives 0.01% (n = 330,000);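 active = highest replicate inhibition of at least 50% and at least 75% of replicates reaching 50%; inconclusive = only one of the two criteria met; inactive = both criteria failed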;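 also: plate controls were DMSO neutral control for no effect and GW8510 at 10 µM for full effect; many of its hits are not listed in these tables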
Target sequence (Q00535 whole entry, looked up): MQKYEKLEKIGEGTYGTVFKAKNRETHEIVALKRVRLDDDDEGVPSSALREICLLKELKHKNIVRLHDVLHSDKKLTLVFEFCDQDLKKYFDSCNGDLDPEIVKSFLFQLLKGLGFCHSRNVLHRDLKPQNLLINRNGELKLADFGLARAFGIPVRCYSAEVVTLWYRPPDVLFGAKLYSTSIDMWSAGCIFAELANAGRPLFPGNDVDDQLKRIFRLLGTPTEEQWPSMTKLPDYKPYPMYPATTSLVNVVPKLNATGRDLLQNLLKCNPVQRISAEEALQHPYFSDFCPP
Target sequence (Q15078 whole entry, looked up): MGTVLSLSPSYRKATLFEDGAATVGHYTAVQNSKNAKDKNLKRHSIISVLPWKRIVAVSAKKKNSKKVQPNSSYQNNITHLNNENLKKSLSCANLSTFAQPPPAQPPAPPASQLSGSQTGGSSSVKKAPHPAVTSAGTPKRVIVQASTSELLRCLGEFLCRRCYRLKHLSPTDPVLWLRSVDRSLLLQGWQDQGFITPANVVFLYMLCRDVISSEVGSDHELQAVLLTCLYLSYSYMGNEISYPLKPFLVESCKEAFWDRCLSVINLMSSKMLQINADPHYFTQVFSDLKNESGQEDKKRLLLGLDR
Wnt act – activates Wnt/beta-catenin signaling in a reporter cell assay. activator, plate reader. activation, % at 9.35 µM. actives 1.2% (n = 300,000); in the data active = activation above about 30%, passing the limit was not always enough; inconclusive = no clear call, values can overlap the other calls;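 also: 0% = neutral control wells and 100% = positive control wells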
SR-BI DiI inh – inhibitors of mouse SR-BI mediated HDL lipid uptake. ldlA[mSR-BI] CHO cells, DiI-HDL uptake fluorescence, 3 h. actives 0.96% (n = 320,000). inhibition, % at 12.5 µM;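 active = mean replicate inhibition of at least 70% and a set share of replicates each scoring 70 or more; inconclusive = meets just one of the two criteria; inactive = fails both criteria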;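 also: 0% = median of neutral control wells and 100% = median of positive control wells; values of inactives mirror those of a sister screen read the other way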
Numbers without * were called inactive; ? = inconclusive; . = not tested or not shown; + = active, no number.

structure,SR-BI DiI inh,CDK5 p35 inh,SR-BI uptake up,MITF act,Rtt109 HAT inh,HTR5A ag ctr,Wnt act,cardiac RTF act,dFosB activator,PvdQ inh
CC(=O)NS(=O)(=O)c1ccc(NS(=O)(=O)c2ccc(F)cc2)cc1,-13,-0.9,13,13,24,-5,.,-7,-6,1
Cc1c(Cl)cccc1NC(=O)Cn1c(CCC(=O)O)ccc1-c1ccc(Cl)cc1,-11,1.2,11,.,-4,0,-1,4,-1,-19
O=C(CCCN1C(=O)c2cccc3cccc(c23)C1=O)N1CCN(c2ccccc2)CC1,-1,-0.6,1,-6,9,4,8,-2,-1,11
CCOC(=O)CSc1nc2ccc(NC(=O)CSc3nnnn3Cc3ccccc3)cc2s1,0,0.5,0,5,-3,0,-3,-2,-8,-10
Cc1ccc(/C=C/C(=O)NC(=S)N2CCN(C)CC2)cc1,0,0.0,0,19,-1,4,0,4,-8,-8
COc1cc(/C=N/Nc2ccc(C(F)(F)F)cn2)cc(OC)c1O,44,2.0,-44,-2,4,2,1,-6,2,-3
Cc1ccc(OCC(=O)NNC(=O)CSC(=S)N2CCCC2)cc1,-46,1.8,46,6,13,-8,3,2,-1,-1
CC(Oc1ccc2c3c(c(=O)oc2c1)CCC3)C(=O)NCC1CCC(C(=O)O)CC1 (stereo unspecified),-24,0.7,24,.,0,4,0,-1,-12,-8
Cc1ccc(/C(O)=C2\C(=O)C(=O)N(Cc3cccnc3)C2c2ccccc2[N+](=O)[O-])cc1 (stereo unspecified),-1,-2.0,1,5,-5,2,5,1,0,-7
CC(=O)N1CCc2cc(S(=O)(=O)Nc3cccc(C(F)(F)F)c3)ccc21,15,-3.5,-15,-9,-2,-1,-4,4,-6,-2
CN(C)c1cccc(C(=O)OC(C(=O)Nc2ccc(Cl)cc2C(F)(F)F)c2ccccc2)c1 (stereo unspecified),15,-1.4,-15,5,-5,-1,0,-1,-11,-13
COc1ccc(S(=O)(=O)N2CCOCC2)cc1C(=O)N1CCCCC1,-2,-2.0,2,-6,1,6,2,-5,3,-11
Cc1cc(S(=O)(=O)NC2CC(C)(C)NC(C)(C)C2)c(Cl)cc1Cl,-2,0.0,2,-7,-12,-4,0,0,0,-7
Cc1ccc(CN2CCN(Cc3c(C)nn(-c4ccc(F)cc4)c3C)CC2CCO)o1 (stereo unspecified),-18,-1.3,18,-4,0,-4,-2,-1,-8,-9
CC1(C)Cc2c(sc3c2C(=O)N(c2ccccc2)C2=NCCN23)CS1,-20,1.1,20,-1,7,3,.,1,-10,-10
Cc1ccc(S(=O)(=O)NCCC(=O)Nc2nccs2)cc1,-9,0.6,9,3,6,-3,0,-6,-11,13
NC(=S)N/N=C/c1ncc(C(F)(F)F)cc1Cl,73*,-0.3,-73,.,-4,.,.,.,-6,10
Cc1noc(NS(=O)(=O)c2ccc(N/C=C\C(=O)c3cccc4ccccc34)cc2)c1C,-8,0.2,8,15,11,0,-1,-4,-10,3
Cc1ccc(NC(=S)NC(=O)C2CCCC2)cc1C,34,-1.1,-34,114*,-1,9,27,-2,0,8
COC(=O)c1c(NC(=O)CN2CCN(c3ccccc3OC)CC2)c2cc(C)ccc2n1C,34,0.1,-34,.,3,1,.,2,-5,-2
O=c1[nH]c(-c2ccccn2)cc2ccccc12,-6,4.0,6,25,4,7,.,-7,-18,-21
CCOC(=O)Cn1c(C)cc(=O)c2cccc(C)c21,-10,-1.4,10,-1,4,2,.,-3,1,9
CC(C)=CCN1CCN(Cc2coc3ccc(C)cc3c2=O)CC1CCO (stereo unspecified),-2,1.1,2,6,-9,-1,0,-3,1,-2
CCN(CC)C(=O)C(=O)Nc1cccc(Br)c1,-22,1.1,22,30,2,8,?,-1,-3,0
Cc1cnc(C)c(N2CCC(C(=O)NCc3ccco3)CC2)n1,-9,-1.0,9,.,-3,-3,.,6,1,-19
O=C1c2ccccc2CC1(Cc1ccccc1)Cc1ccccc1,-1,-0.6,1,-5,1,-2,-1,-6,1,8
O=C(COc1ccc(/C=N/NS(=O)(=O)c2ccccc2)cc1)Nc1cccc(Cl)c1,75*,-0.4,-75,39,8,9,3,0,4,-16
Cc1ccc(S(=O)(=O)N(CCC(=O)NCc2ccccc2F)c2ccccc2)cc1,15,-1.6,-15,2,-3,0,0,-1,-3,-10
NC(=O)c1ccc[n+](CC(=O)c2ccc(Br)cc2)c1,-8,1.5,8,6,10,7,0,4,2,-11
CCC1Nc2ncnc(N3CCN(c4ccccn4)CC3)c2N(Cc2ccc(Cl)cc2)C1=O (stereo unspecified),5,0.0,-5,2,1,-29,2,-2,-1,1
Cc1ccc(C)c(SCC(=O)N(C)C2CCS(=O)(=O)C2)c1 (stereo unspecified),5,1.2,-5,-7,10,-3,-1,-3,-2,-3
COc1cccc(C(C(=O)NCc2ccccc2)N(C(=O)c2csnn2)C2CC2)c1 (stereo unspecified),-12,-2.3,12,4,2,9,-2,-9,4,6
Cc1ccc(NC(=O)c2ccc(OCC3CCCO3)cc2)cc1 (stereo unspecified),23,-1.9,-23,6,-12,2,18,0,-4,-4
CCc1ccc(-c2csc3nc[nH]c(=O)c23)cc1,1,-9.4,-1,.,-7,-2,8,-7,-12,-24
N#Cc1c(NC(=O)COC(=O)c2ccc(F)cc2)sc2c1CCC2,-20,2.3,20,0,1,-1,1,2,-12,-1
CCOc1ccccc1N(C)C(=O)c1cn(CC)c(=O)c2cc(OC)c(OC)cc12,-7,0.2,7,12,-1,1,1,-2,3,3
C=C1c2cc(C)ccc2NC(=O)N1c1ccccc1,-21,0.2,21,-4,0,-2,-2,-2,-7,-18
O=C(/C=C/c1ccc(Cl)c(Cl)c1)NCCCn1ccnc1,-8,-1.0,8,.,-1,-6,0,-4,1,0
COC(=O)c1ccccc1NC(=O)CSc1n[nH]c(CC(C)C)n1,11,0.0,-11,11,-4,4,-1,1,-4,-11
CCOc1ccc(CCNC(=O)CN2C(=O)NC3(CCCCC3)C2=O)cc1OCC,-7,0.5,7,0,-4,6,1,-2,-14,-10
Cc1ccc(NC(=O)c2cc(S(=O)(=O)Nc3ccc(C)cc3)cs2)cc1,-5,2.1,5,5,7,1,.,2,-1,-2
C#CCOCCOCCOCCNc1nc(N2CCOCC2)nc(N2CCN(C(=O)CCCCCCCCCCNC(=O)[C@H]([C@@H](C)CC)n3cc(CCCCN=C(N)N)nn3)CC2)n1,?,-4.2,-71,3,?,1,-2,14,-2,-10
CSc1nsc(SCC(=O)Nc2ccccc2)n1,.,-1.6,.,43,-4,2,9,-6,2,-14
Cc1ccc(NC2=CC(=O)C(=O)c3ccccc32)c(C)c1,-6,2.2,6,.,-3,5,5,0,4,-6
CCn1c(C)nnc1SCC(=O)Nc1cccc(C(F)(F)F)c1,-8,-1.1,8,.,4,4,3,1,0,-6
COc1ccc(NC(=O)CN(C)C(=O)c2cn(-c3ccccc3)nc2-c2ccc(Cl)cc2)cc1,32,-0.6,-32,11,21,-1,0,-6,-5,2
Cc1ccc(S(=O)(=O)N(C)C)cc1NC(=O)C(C)NC(C)c1cccs1 (stereo unspecified),14,0.2,-14,0,12,1,-5,1,-6,0
Cc1nc(SCC(=O)Nc2cccc(C(=O)O)c2)n[nH]1,-1,-1.2,1,-4,-6,2,-2,-2,-8,-10
O=C(c1ccco1)N1CCCN(Cc2nc(-c3cccs3)no2)CC1,3,0.1,-3,3,2,-2,2,1,5,9
COC(=O)c1ccc(Nc2cc(C)nc(-c3ccccc3O)n2)cc1,.,-0.2,.,11,-12,-1,.,-4,4,-7
Cc1cc(Br)ccc1NC(=O)CN(C)C(=O)C1CCN(c2ncnc3sc(C)c(C)c23)CC1,67,3.5,-67,-32,25,1,-1,-22,-6,9
Cc1cccc(C(=O)O/N=C2/CC3CCC2(C)C3(C)C)c1 (stereo unspecified),-6,-1.5,6,2,-6,5,.,-10,-1,-2
O=C(O/N=C(\c1ccccc1)c1ccccn1)c1cccc2ccccc12,-3,-0.4,3,-2,2,39*,0,14,-12,-14
Cc1cccc(N2C(=O)c3ccc(C(=O)Nc4c[nH]c(=O)[nH]c4=O)cc3C2=O)c1,.,2.0,.,4,-5,-6,3,0,-5,-8
Cc1cc(Br)ccc1NC(=S)N1CCOCC1,2,0.7,-2,.,-7,3,0,-2,-1,-12
Clc1cc(Br)ccc1NCc1cccnc1,-13,2.4,13,10,9,-3,2,-3,6,2
CC1(c2ccccc2Cl)NC(=O)N(CC(=O)NCc2ccc3c(c2)OCO3)C1=O (stereo unspecified),1,0.2,-1,10,-1,4,1,-6,-6,9
CCN(CC)C(=O)CSc1nc2ccc(NC(=O)CSc3nccn3C)cc2s1,33,2.7,-33,25,.,0,5,2,-13,1
Cn1c(-c2ccc3c(c2)OCO3)cnc1NCc1cccc(O)c1,1,1.9,-1,32,4,2,0,6,-7,4
Cc1ccccc1C(=O)NC1CC(C)(C)NC(C)(C)C1,-16,0.5,16,-6,1,3,.,2,-7,-8

Other records:
structure,SR-BI DiI inh,CDK5 p35 inh,SR-BI uptake up,MITF act,Rtt109 HAT inh,HTR5A ag ctr,Wnt act,cardiac RTF act,dFosB activator,PvdQ inh
CCCn1nnnc1NCc1ccc(F)cc1,-31,0.0,31,-6,0,-3,-6,4,-2,-17
N#CC(C#N)=C1C=C2C=C(N3CCOCC3)CCC2CC1 (stereo unspecified),11,0.4,-11,1,6,3,-1,+,-21,-6
CN(C(=O)Cc1c(C(=O)O)n(C)c2ccccc12)c1cccc(C(F)(F)F)c1,-21,-0.5,21,-12,-3,-2,-1,-3,-1,-12
CC(=O)c1cccc(NC(=O)NCCS(C)=O)c1 (stereo unspecified),-34,-1.0,34,-3,-10,1,0,4,7,-12
CCOC(=O)CNC(=O)Nc1cccc(Cl)c1C,7,1.2,-7,8,-6,6,-2,-3,3,0
O=C(Cc1ccccc1)N1CCCC(c2nc(-c3cccs3)no2)C1 (stereo unspecified),-5,-0.7,5,10,7,2,.,-1,-3,-7
O=C1C=C(Nc2cccnc2)c2ccccc2C1=O,-17,1.7,17,-100,-4,1,-2,-3,-2,2
O=C(Cn1cccn1)N1CCCC(N2CCN(c3cccc(C(F)(F)F)c3)CC2)C1 (stereo unspecified),4,-0.5,-4,-11,-3,0,1,-5,-7,-10
O=C(Nc1ccc([N+](=O)[O-])cc1)c1ccccc1,16,-0.6,-16,.,-2,-2,12,-3,-1,-13
Cc1ccc(S(=O)(=O)NC2=NCCCCC2)cc1,-5,-0.6,5,-8,-2,-1,.,-3,-5,-13

Rows are unselected. Share with any hit: about 4.4%.
